High-throughput results from PubChem.
Apoferritin bind: binds horse apoferritin like a general anesthetic; Potency, µM (top dose mostly 77.5 µM), without a hit: at the highest dose activity change, negative = displacement, actives largely listed as inhibitors; P02791; apoferritin/1-aminoanthracene competitive binding, fluorescence; 350,000 compounds, 0.074% hits; note: potency is the fitted concentration of half-maximal effect; % is set by controls: 0 for no effect and ±100 for the full control effect; nearly all actives have a fitted effect of over 20% in size
Target sequence (P02791 2-175 limits assumed): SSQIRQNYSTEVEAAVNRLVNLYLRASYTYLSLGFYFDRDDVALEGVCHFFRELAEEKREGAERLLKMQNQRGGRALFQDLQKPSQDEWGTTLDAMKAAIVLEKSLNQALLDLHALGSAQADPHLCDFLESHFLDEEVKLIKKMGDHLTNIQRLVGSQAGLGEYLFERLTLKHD
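Concentration-response curves derived by four-parameter Hill fitting of normalized fluorescence, where compounds displaced 1-AMA from 10 uM horse apoferritin following a brief 10 min room-temperature incubation; propofol titration acted as positive control.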
Pol beta inh: blocks human DNA polymerase beta activity; Pol beta primer extension/strand displacement, fluorescence kinetic; Potency, µM (series often up to 114 µM), for the others: at the top dose activity change, negative = inhibition, most hits filed as inhibitors; P06746; 340,000 compounds, 1.3% hits; note: potency is the fitted concentration of half-maximal effect; % is set by controls: 0 for no effect and ±100 for the full control effect
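10 nM enzyme + cpd, 15 min RT; start with substrate 50 nM final; read 0 min and after 10 min RT. Corrected, normalized data; 4-parameter Hill curve fit.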
APEX1 inh: APE1 (human) endonuclease inhibition. recombinant APE1, TAMRA/BHQ-2 abasic DNA cleavage fluorescence. 350,000 compounds, 0.35% hits. AID 2517. Potency, µM (series often up to 65.8 µM), inactives show at the top dose activity change, negative = inhibition, actives largely listed as inhibitors. P27695;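 note: potency is the fitted concentration of half-maximal effect; plate controls were vehicle for no effect and reference inhibitor for full effect; nearly all actives have a fitted effect of over 55% in size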
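Step 1: APE1 (0.75 nM) with compound, 15 min RT. Step 2: add 50 nM fluorophore/quencher THF duplex. Step 3: three fluorescence reads 60 s apart (525/598 nm); read 3 minus read 1 = reaction progress.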
Pol eta inh: blocks human DNA polymerase eta activity. 390,000 compounds, 1.2% hits. AID 588591. Potency, µM (titrated, usually from 114 µM), inactives show top-dose activity change, negative = inhibition, hits mostly inhibitors. recombinant Pol eta, fluorescent DNA replication assay; note: potency is the fitted concentration of half-maximal effect; % is set by controls: 0 for no effect and ±100 for the full control effect
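Pol eta (10 nM) was preincubated with compounds for 15 min at room temperature, after which fluorescent replication substrate (50 nM final) was added to start the reaction. Fluorescence was read kinetically at 0 and 10 min.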
POLK inh: DNA polymerase kappa (human) inhibition. AID 588579. 400,000 compounds, 0.53% hits. Q9UBT6. purified Pol kappa, fluorescent DNA synthesis assay, 10 min. Potency, µM (titrated, usually from 107 µM), for the others: top-dose activity, negative = inhibition, actives largely listed as inhibitors; note: potency is the fitted concentration of half-maximal effect; % is set by controls: 0 for no effect and ±100 for the full control effect
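Kinetic fluorescence readout at 0 and 10 min followed reaction start with substrate at 50 nM final. Beforehand, enzyme (10 nM Pol kappa) stood 15 min with compound at room temperature; buffer-only wells were negative controls.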
POLI inh: blocks human DNA polymerase iota activity. Potency, µM (titrated, usually from 115 µM), without a hit: at the highest dose activity, negative = inhibition, hits mostly inhibitors. 390,000 compounds, 1% hits. Q9UNA4. AID 588590. Pol iota fluorescent replication assay, 10 min; note: potency is the fitted concentration of half-maximal effect
Target sequence (Q9UNA4 whole entry, looked up): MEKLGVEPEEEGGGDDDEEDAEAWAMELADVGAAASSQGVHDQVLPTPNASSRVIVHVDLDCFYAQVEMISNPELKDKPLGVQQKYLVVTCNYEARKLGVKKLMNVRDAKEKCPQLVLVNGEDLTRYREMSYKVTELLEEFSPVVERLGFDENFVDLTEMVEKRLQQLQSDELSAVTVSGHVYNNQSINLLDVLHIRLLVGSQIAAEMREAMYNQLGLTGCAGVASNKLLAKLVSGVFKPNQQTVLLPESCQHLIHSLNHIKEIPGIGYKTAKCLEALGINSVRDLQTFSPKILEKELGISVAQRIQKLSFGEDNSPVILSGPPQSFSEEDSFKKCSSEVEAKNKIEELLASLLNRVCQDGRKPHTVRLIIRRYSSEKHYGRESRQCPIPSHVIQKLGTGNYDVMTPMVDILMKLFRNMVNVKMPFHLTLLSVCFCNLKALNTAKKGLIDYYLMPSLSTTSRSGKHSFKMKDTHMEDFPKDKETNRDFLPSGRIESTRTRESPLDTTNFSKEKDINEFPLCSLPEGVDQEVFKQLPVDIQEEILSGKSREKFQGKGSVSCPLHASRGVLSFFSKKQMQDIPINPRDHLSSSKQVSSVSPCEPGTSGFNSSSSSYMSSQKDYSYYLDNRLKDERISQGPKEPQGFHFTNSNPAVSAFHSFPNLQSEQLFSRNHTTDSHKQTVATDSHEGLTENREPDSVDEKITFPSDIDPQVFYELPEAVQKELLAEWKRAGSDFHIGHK
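Pol iota at 10 nM preincubated 15 min with compounds at room temperature; reaction started with fluorescent substrate, 50 nM final. Fluorescence read kinetically at 0 and 10 min; buffer-only wells as negative control.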
RXFP1 antag: antagonists of human relaxin receptor RXFP1; activity change, negative = inhibition, % at 57.5 µM; 350,000 compounds, 0.59% hits; HEK293-RXFP1, relaxin-stimulated cAMP HTRF, 30 min; stronger effect = lower value; Q9HBX9;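 active = activity change of -60% or lower, but not beyond a set lower limit; inconclusive = change between -60% and -40%, or beyond the set limit; inactive = change above -40%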; note: % is set by controls: 0 for no effect and ±100 for the full control effect
BLM helicase inh: inhibitors of human Bloom syndrome helicase BLM. P54132. Potency, µM (titrated, usually from 56.1 µM), for the others: top-dose activity change, negative = inhibition, usual class: inhibitors. AID 2528. 350,000 compounds, 0.2% hits. recombinant BLM DNA unwinding, fluorescence dequenching;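 note: potency is the fitted concentration of half-maximal effect; plate controls were vehicle for no effect and no enzyme for full effect; nearly all actives have a fitted effect of over 35% in size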
Tb PGK inh: inhibitors of T. brucei phosphoglycerate kinase; AID 602233; PGK/GAPDH coupled, Kinase-Glo luminescence, 60 min; P07378; Potency, µM (highest dose often 57.5 µM), for inactives: at the top dose activity change, negative = inhibition, actives largely listed as inhibitors; 380,000 compounds, 0.043% hits; note: potency is the fitted concentration of half-maximal effect; % is set by controls: 0 for no effect and ±100 for the full control effect; nearly all actives have a fitted effect of over 60% in size
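Recombinant glycosomal PGK reaction used 1,3-bisphosphoglycerate generated in-well by GAPDH (100nM final) in 100mM TEA pH 7.6, 5mM MgCl2, 0.01% Tween-20. After 60 minutes at room temperature, ATP was read by Kinase-Glo Plus luminescence end-point.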
An asterisk follows results filed as active; i = inactive; ? = inconclusive; . = no result given; & = joins results of further samples; [ ] = another dose, or the depositor's remark. Unless noted, calls come from the whole dose curve; as a rule, active = well fitted curve in the direction sought with a large enough effect; inconclusive = small, poorly fitted or top-dose-only effect, or another doubt; inactive = no such curve, though single readings can be large; an effect the other way counts as inactive or inconclusive.

SMILES	Apoferritin bind	Pol beta inh	APEX1 inh	Pol eta inh	POLK inh	POLI inh	RXFP1 antag	BLM helicase inh	Tb PGK inh
Cc1c2cn[nH]c(=O)c2c(C)n1Cc1ccc(F)cc1	-7%	-27%	-6%	2%	2%	-21%	4	1%	-7%
Cn1c(=O)n(C)c2cc(S(=O)(=O)NCCOCCO)ccc21	-6%	1%	-3%	8%	-6%	-10%	-1	-2%	.
O=C(CCn1c(SCC(=O)NCc2ccco2)nc2ccccc2c1=O)NCCc1ccccc1	2%	?	-3%	?	-11%	?	-7	-3%	3%
CCOc1ccccc1N1CCN(C(=O)c2cc(-c3cccnc3)nc3c(Cl)cccc23)CC1	-8%	3%	-16%	-15%	-29%	27%	-12	-11%	-2%
COc1ccc(S(=O)(=O)Cc2ccc(C(=O)N3CCN(Cc4ccccc4)CC3)o2)cc1	-8%	-20%	-8%	-16%	0%	18%	.	0%	-10%
Cc1cc(N2CCCCC2)nc2ccc(NC(=O)c3cccc(F)c3)cc12	36%[activator]	6%	.	-22%	-3%	-4%	?	2%	-2%
COC(=O)/C=C(\C)NC(=O)c1cccs1	-13%	21%	-2%	-10%	-3%	2%[58.9 µM]	5	-2%	i
CCOC(=O)C1CCN(S(=O)(=O)c2ccccc2)CC1	-8%	2%	1%	-7%	-4%	-14%	5	-2%	1%
CCOC(=O)c1c(NC(=O)CN2CCN(C(=O)c3ccco3)CC2)sc2c1CCCC2	-9%	-13%	-4%	5%	-9%	2%	-3	-12%	-3%
Cc1oc2nc(SCC(=O)NCc3cccnc3)nc(N)c2c1C	-6%	-11%	-7%	-6%	0%	-5%	-1	-5%	-5%
CC(C)c1cc(C(=O)N2CCCC(CCC(=O)N3CCN(c4ccccn4)CC3)C2)no1 (stereo not given)	2%	18%	13%	-10%	5%	27%	-3	-1%	6%
Cc1ccc(NC(=O)c2sc3nc[nH]c(=O)c3c2C)cc1C	?	2%	.	15%	-4%[60.1 µM]	16%	1	-2%	4%
O=[N+]([O-])c1c(NCCCO)cc(Sc2nc3ccccc3s2)c2nonc12	?	-26%	-7%	-17%	?	?	-73*	4%	-4%
Cc1ccc(CNC(=O)c2cccc(-n3cnc4cccnc43)c2)cc1	?	16%	.	-9%	0%	?	-15	-1%	-10%
CCc1ccc(Nc2nnc(SCC(=O)c3ccc4c(c3)NC(=O)CO4)s2)cc1	?	1%	3%	.	.	.	.	5%	.
O=C(O)CCSc1nnc(-c2ccccc2)n1-c1ccccc1	-5%	-2%	5%	3%	-10%	29%	-4	0%	-2%
S=C(Nc1ccccc1)Nc1ccc(Cl)cc1Cl	-8%	-1%	?	4%	-12%	4%	9	-2%	-18%
Cc1n[nH]c(=O)c2c(NC(=O)COC(=O)/C=C/c3cccc(C(F)(F)F)c3)oc(C)c12	.	.	-8%	-21%	-5%	22%	-19	.	-6%
CSc1nc(NC(C)(C)C)nc(Oc2ccc(=O)[nH]n2)n1	0%	14%	0%	-11%	-5%	18%	15	2%	-5%
COc1ccccc1NC(=O)CSc1nc(O)cc(=O)n1-c1ccccc1OC	?	?	1%	-5%	-37%	40µM*	-6	-2%	-1%
CCOc1ccc(NC(=O)CSc2nnc(CNC(=O)c3ccco3)o2)cc1	0%	1%	8%	6%	0%[60.1 µM]	5%	-11	1%	i
COc1ccc2ccccc2c1/C=N/O	-19%	2%	-2%	-6%	-13%	33%[activator]	-3	-2%	-7%
CCOc1c(C)cc(-c2ncccc2O)cc1C	-12%&-7%	-3%&9%	-4%&5%	-4%&-5%	-12%&-3%	?	16&-10	-1%&-5%	-9%
CCC(=O)c1ccccc1OCCCn1cncn1	-5%	-10%	0%	7%	-3%	6%	5	1%	2%

Filtered by structure, the compounds so far with two or more sulfur atoms
SMILES	Apoferritin bind	Pol beta inh	APEX1 inh	Pol eta inh	POLK inh	POLI inh	RXFP1 antag	BLM helicase inh	Tb PGK inh
O=[N+]([O-])c1c(NCCCO)cc(Sc2nc3ccccc3s2)c2nonc12	?	-26%	-7%	-17%	?	?	-73*	4%	-4%
CCc1ccc(Nc2nnc(SCC(=O)c3ccc4c(c3)NC(=O)CO4)s2)cc1	?	1%	3%	.	.	.	.	5%	.

Additional records follow.
SMILES	Apoferritin bind	Pol beta inh	APEX1 inh	Pol eta inh	POLK inh	POLI inh	RXFP1 antag	BLM helicase inh	Tb PGK inh
COC(=O)c1ccc(C)c(NC(=O)C(CCSC)NC(=O)c2cc(OC)c(OC)c(OC)c2)c1 (stereo not given)	2%	15%	2%	-14%	-7%	-21%	11	-5%	-6%
CN(C)C(=O)NC1CCCCCCCCCCC1	-21%	-1%	-1%	-11%	-14%	11%	-22	-1%	1%
COCCCn1c(SCC(=O)N2CCc3ccccc32)nnc1-c1ccco1	-2%	15%	-4%	-9%	-17%	8%	3	5%	8%
Cc1c(C(=O)OC(C)C)sc(NC(=O)c2cnccn2)c1C(=O)OC(C)C	.	.	.	-9%	5%	22%	0	.	-1%
CC(=NNC(=O)c1ccncc1)c1ccc2ccccc2c1O	.	.	.	-12%	-2%	7%	-4	.	4%
CN1CCN(C(=O)C2=C[C@H](c3ccccc3)C[C@H](OCc3ccc(CO)cc3)O2)CC1	-1%	2%	0%	-4%	-18%	15%	.	-1%	10%
Cc1cc(-c2n[nH]c(=S)n2/N=C/c2ccc(Br)s2)n[nH]1	-7%	44%	8%	-12%	-4%	?	-10	1%	6%
Cc1cc(NC(=O)c2ccc(Cl)c(Cl)c2)ccc1-c1cc2ccccc2oc1=O	14%	1%	.	?	-9%	?	0	-15%	-11%
O=c1c(-c2ccc(O)cc2)coc2c(C3OC(CO)C(O)C(O)C3O)c(O)ccc12 (stereo not given)	76%[activator]	.	3%	.	-12%[60.1 µM]	.	.	-12%	.
Cc1nc2c(o1)CCc1ccccc1C2O (stereo not given)	-14%	5%	-1%	-15%	-6%	7%[58.9 µM]	-9	-3%	-3%
COC(=O)c1c(NC(=O)CSc2nc3ccccc3c(=O)n2Cc2ccco2)sc(C)c1C	-7%	-13%	1%	-9%	-5%	120%[activator]	-6	1%	8%
CCOc1ccccc1NC(=S)NCc1cccn1C	-5%	12%	14%	11%	2%	26%	2	-3%	4%
Cc1csc(SCC(=O)NC(=O)c2ccccc2)n1	.	.	-3%	1%	0%	4%	8	.	1%
Cc1cccc(NC(=O)c2cnc3sccn3c2=O)c1C	5%	5%	-6%	.	.	.	.	-1%	.
O=C(CSc1ccccn1)Nc1nc2ccccc2s1	-10%	9%	-8%	-22%	-9%	-9%	9	-3%	-9%
CCOc1c(CNCc2ccc(C(=O)O)cc2)cccc1OC	-2%	29%	20%	-13%	-5%	-5%	-6	0%	-2%
CCCCN1CCCC[C@H]1C(=O)Nc1c(C)cccc1C	2%	.	-2%	.	0%[60.1 µM]	.	22	3%	.
Cc1cccc(N=Nc2c(N)n[nH]c2N)c1	?	5%	13%	-6%	-19%	3%	4	-7%	-3%
O=C(CCCC(=O)c1ccc(F)cc1)c1ccc(F)cc1	-7%	-5%	3%	-4%	-14%	136%[activator]	-1	-3%	2%
Cc1cc(C)c2c(-c3ccc(F)cc3)c(C#N)c(=O)n(C)c2n1	-11%	40%	23%	-19%	4%	32%[activator]	18	-2%	i
O=C(c1cc(-c2ccc(Br)cc2)nc2ccccc12)N1CCC1	.	.	0%	0%	-9%	33%[activator]	-10	.	-1%
CC(C)C[C@@H](CN)NC(=O)c1nc[nH]c1C(=O)N[C@@H](CC(C)C)C(=O)CNC[C@H](C)NC(=O)c1nc[nH]c1C(=O)N[C@@H](CC(=O)O)C(=O)O	.	.	.	-16%	0%	?	.	.	-4%
O=C(CN1C(=O)c2ccccc2S1(=O)=O)Nc1ncccn1	.	.	10%	-10%	-10%	70%[activator]	-4	.	-6%
COc1ccc(N/N=C(\C#N)C(=N)SCc2ccccc2)cc1	?	-1%	-6%	-9%	-10%	-11%	-9	-14%	7%
CN(NC1OC(=O)c2ccccc21)c1c([N+](=O)[O-])cc(C(F)(F)F)cc1[N+](=O)[O-] (stereo not given)	1%	0%	17%	-8%	4%	118%[activator]	-23	-4%	6%
Cn1c(C=O)c(-c2ccc3cc[nH]c3c2)c2ccccc21	.	.	-8%	-17%	-2%	7%	.	.	-3%
O=C(NCCc1ccccc1)C(=O)NCC1OCCCN1S(=O)(=O)c1ccc(F)cc1 (stereo not given)	-9%	3%	10%	-14%	-7%	33%[activator]	-4	-3%	-2%
CCCC[C@@H]1CNC(=S)N1CCCc1cc(OC)c(OC)c(OC)c1	-4%	3%	2%	-4%	-10%	19%	.	-3%	3%
CCN(CC)c1ccc(-n2c(C)c(C(C)=O)c(C(C)=O)c2C)cc1	-21%	-3%	3%	-18%	-8%	17%	-3	-7%	3%
CCc1ccc(CNC(=O)c2cc3cc(S(=O)(=O)N4CCCCC4)ccc3n2C)cc1	40%[activator]	3%	.	-12%	-11%[60.1 µM]	13%	-4	-9%	2%
COc1cc(NC(=O)[C@@H](NC(=O)c2ccco2)C(C)C)c(OC)cc1NC(=O)c1ccccc1	-8%	38%	-7%	-11%	-8%	89%[activator]	-18	-4%	8%
COc1cc(N2C(=O)CSC23C(=O)N(Cc2cccc(F)c2)c2ccccc23)cc(OC)c1OC (stereo not given)	-17%	-10%	.	-16%	-3%	16%	.	-2%	-9%
O=C1c2cnc3ncnn3c2CC2c3ccccc3CCN12 (stereo not given)	0%	-2%	-7%	1%	6%	16%	-5	1%	0%
CCOC(=O)C1=C(Cn2cnc3ccccc32)NC(=O)NC1c1ccc(OC)cc1 (stereo not given)	-14%	-5%	?	-6%	-16%	10%	-5	0%	-7%
O=C(CSc1ccccn1)Nc1nc2c(ccc3ccccc32)s1	-13%	9%	-2%	-21%	-1%	1%	-8	-7%	-3%
Cc1ccc(OCC(=O)NC2CCCCCC2)cc1C	?	-9%	-8%	-18%	-1%	19%	-12	-4%	9%
O=C(Oc1ccc(N(Cc2cccs2)C2=NS(=O)(=O)c3ccccc32)cc1)c1ccccc1	-5%	9%	3%	4%	6%	-8%	-11	-3%	-3%

Not all compounds are listed; the hit share may differ from the screen's.
